Screens deposited in PubChem by several laboratories.
GRK2 inh – inhibitors of human GRK2 displacing RNA aptamer | P25098 | bead flow cytometry, FAM-aptamer displacement from GRK2 | inhibition of aptamer binding, % at 10 µM | actives 0.59% (n = 330,000) | AID 488847;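 active = inhibition of aptamer binding above 40%, roughly 3 SD of noise, on plates passing a quality check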;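 also: median bead fluorescence of bound FAM aptamer so fluorescent compounds give negative values; no value below 0 was filed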
VLA-4 inh – inhibition in a human VLA-4 binding assay | inhibition, % (about 7 µM as worked out from the volumes in the protocol) | VLA-4 expressing cells, ligand binding flow cytometry | AID 2557 | P13612 | actives 0.2% (n = 330,000); in the data active = inhibition above about 50%
Fam108B counter – blocks mouse Fam108B hydrolase in RBBP9 counter-screen; actives 0.33% (n = 300,000); recombinant Fam108B, FP-Rh probe fluorescence polarization; AID 1947; inhibition, % at 9.51 µM;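 active = inhibition above the screen mean inhibition plus 3 SD, computed separately per campaign, cut at about 18% in these data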;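 also: inhibitors lower polarization as less probe binds the enzyme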
GLD-1 TGE inh – GLD-1-TGE RNA interaction inhibition (C. elegans) | inhibition, % at 5.96 µM | Q17339 | actives 0.44% (n = 320,000) | purified GLD-1 + fluorescein TGE RNA, fluorescence polarization | AID 2280;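 active = percent inhibition above a per-plate cutoff, the plate mean of test compounds plus 3 SD, cut at about 30% in these data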;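 also: 0% = DMSO wells with GLD-1 and probe and 100% = wells lacking GLD-1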
Target sequence (Q17339 whole entry, looked up): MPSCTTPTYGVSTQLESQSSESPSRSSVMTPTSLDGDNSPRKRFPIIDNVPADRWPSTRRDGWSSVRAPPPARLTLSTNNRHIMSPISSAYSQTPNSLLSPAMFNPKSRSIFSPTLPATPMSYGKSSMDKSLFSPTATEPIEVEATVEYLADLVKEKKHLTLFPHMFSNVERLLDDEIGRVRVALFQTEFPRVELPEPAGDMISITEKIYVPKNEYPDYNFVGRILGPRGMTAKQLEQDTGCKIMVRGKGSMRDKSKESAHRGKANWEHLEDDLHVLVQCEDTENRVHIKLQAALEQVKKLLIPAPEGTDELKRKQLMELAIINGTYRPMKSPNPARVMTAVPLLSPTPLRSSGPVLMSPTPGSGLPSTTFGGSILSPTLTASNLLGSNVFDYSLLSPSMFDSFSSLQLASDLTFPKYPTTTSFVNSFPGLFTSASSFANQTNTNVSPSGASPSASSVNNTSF
MCL1 BIM primary – inhibitors of human MCL1 binding to BIM-BH3 peptide | Q07820 | GST-MCL1 / FITC-Bim-BH3 fluorescence polarization | inhibition, % at 10.9 µM | actives 0.68% (n = 320,000) | AID 2057;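 active = inhibition above the mean inhibition of all tested compounds plus 3 SD, set per campaign, cut at about 40% in these data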;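 also: 0% = DMSO wells and 100% = unlabeled Bim-BH3 peptide control; higher means more loss of mP so more displacement of Bim peptide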
Bcl-xL primary – Bcl-xL (human) inhibition. Q07817. GST-Bcl-xL / FITC-Bim BH3 peptide fluorescence polarization. inhibition, % at 10.9 µM. actives 0.7% (n = 320,000). AID 2129;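 active = inhibition above the mean of all tested compounds plus 3 SD, cutoff set per campaign, cut at about 30% in these data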;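 also: 0% = DMSO wells and 100% = unlabeled Bim-BH3 peptide competitor; inhibitors lower millipolarization by displacing the labeled peptide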
MEX-5 binding – C. elegans MEX-5 TCR-2 RNA binding activity; actives 0.38% (n = 300,000); Q9XUB2; AID 1832; activity score (negative = inhibition of binding), % at 10 µM; MEX-5/FITC-TCR2 RNA binding, fluorescence polarization; hits give low values;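 active = inhibition past about -25% in most replicates, and total fluorescence under double the plate's negative control median, limit read from the data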;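 also: 0% = DMSO and -100% = 5 µM competing unlabeled TCR2 RNA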
Target sequence (Q9XUB2 whole entry, looked up): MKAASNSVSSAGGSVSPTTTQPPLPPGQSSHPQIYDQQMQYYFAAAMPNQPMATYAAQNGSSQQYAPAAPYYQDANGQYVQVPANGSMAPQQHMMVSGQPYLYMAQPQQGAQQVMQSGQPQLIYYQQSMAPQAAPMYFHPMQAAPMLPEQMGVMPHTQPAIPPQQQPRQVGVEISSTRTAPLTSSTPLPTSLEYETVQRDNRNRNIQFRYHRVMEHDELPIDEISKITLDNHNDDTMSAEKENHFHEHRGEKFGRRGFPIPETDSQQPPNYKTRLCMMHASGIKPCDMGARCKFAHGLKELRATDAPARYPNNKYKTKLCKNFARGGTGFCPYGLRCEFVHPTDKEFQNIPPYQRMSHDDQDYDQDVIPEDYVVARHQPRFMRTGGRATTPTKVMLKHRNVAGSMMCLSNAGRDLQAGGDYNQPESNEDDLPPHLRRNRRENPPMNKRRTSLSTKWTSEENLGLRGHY
PME-1 primary – blocks human protein phosphatase methylesterase 1. Q9Y570. recombinant PME-1, FP-Rh probe fluorescence polarization. inhibition, % at 5.9 µM. actives 0.53% (n = 320,000);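 active = inhibition above the campaign mean of all compounds plus 3 SD, cut at about 26% in these data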;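 also: competitive labeling of PME-1 active site by serine hydrolase directed probe; 0% = PME-1 with DMSO and 100% = wells lacking PME-1 enzyme; inhibitors block probe labeling so polarization falls and inhibition rises; many of its hits are not listed in these tables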
Efflux pump mplx – inhibitors of Candida antifungal efflux pumps expressed in yeast | inhibition, % at 10 µM | S. cerevisiae Candida pump triplex, Nile Red efflux | actives 0.44% (n = 330,000);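 active = plate passing quality check with inhibition over a set limit, or well fluorescence over plate mean plus 4 SD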;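 also: Nile Red retained in pooled yeast measured as flow cytometry median fluorescence; 0% = buffer negative control and 100% = Enniatin B positive control; higher means more Nile Red kept so more efflux inhibition; some compounds called inactive have numbers as strong as hits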
* marks the source's active call; other numbers are inactive results; x = not tested or not shown.

SMILES	GRK2 inh	VLA-4 inh	Fam108B counter	GLD-1 TGE inh	MCL1 BIM primary	Bcl-xL primary	MEX-5 binding	PME-1 primary	Efflux pump mplx
Cc1nc(-c2ccccc2)sc1-c1nc(-c2ccccc2)ncc1S(=O)(=O)c1ccccc1	0	-1	0	0	1	0	-1.8	-1	0.2
O=C(CCCC(=O)NCc1ccc(F)cc1)NCc1ccc(F)cc1	1	7	2	-2	3	6	-2.2	0	-0.1
Cc1cc(=O)n(C)c(=O)n1CC(=O)N1CCCCCC1	0	13	-2	1	-6	-3	-1.5	-2	0.1
COc1ccc(C(=O)CCN2CCCC(C)C2)cc1 (stereo not drawn)	0	-10	9	9	5	2	1.6	1	0.0
CCCCOc1ccc(NC(=O)C2OC3OC(C)(C)OC3C3OC(C)(C)OC23)cc1 (stereo not drawn)	0	2	0	11	1	4	-5.7	3	0.0
CCCCN=C1NC(=O)C(CC(=O)NCCc2ccc(OC)cc2)S1 (stereo not drawn)	1	4	5	0	3	2	-0.2	-5	0.0
Cc1ccc(C(=O)CSc2nnc(-c3cccnc3)n2N)cc1	2	4	2	1	-1	-3	-4.1	6	0.1
Cc1cc([N+](=O)[O-])nn1CC(=O)N/N=C/c1ccccc1F	1	-4	0	1	12	12	1.8	2	0.0
CCCCCC(=O)NC(=S)Nc1cccc(C(C)=O)c1	1	16	-1	4	11	0	-1.0	-4	0.1
CC(C)c1ccc(NC(=S)NC2CC3C=CC2C3)cc1 (stereo not drawn)	1	17	0	-1	4	4	-1.1	1	0.0
COC(=O)c1ccccc1S(=O)(=O)N(Cc1cc2cc3c(cc2[nH]c1=O)OCO3)C1CCCCC1	4	15	-3	5	6	5	-0.9	-1	0.0
Cc1ccc(OC(C)C(=O)Nc2ccccc2C(=O)N2CCN(C)CC2)cc1 (stereo not drawn)	0	-4	5	-1	10	11	-1.4	1	0.0
O=C(NC(=S)NCc1ccco1)c1cccc(Cl)c1	0	-2	-2	8	13	8	1.0	0	0.0
C=CCNC(=O)N1CCCC(C(=O)c2cccc(Cl)c2)C1 (stereo not drawn)	0	8	4	5	9	7	-1.0	7	0.0
CCOCCCNC(=O)c1ccc2c(c1)ncn2-c1cccc(C)c1	0	2	4	10	-7	1	-0.2	1	-0.1
C[C@H](CO)N1C[C@H](C)[C@@H](CN(C)C(=O)Nc2ccccc2)Oc2c(NC(=O)NC3CCCCC3)cccc2C1=O	0	-2	x	0	x	x	x	x	0.0
Cc1cccc(OC(=O)n2c(=S)oc3cc(Cl)ccc32)c1	3	-10	-1	5	-28	-40	x	5	0.1
CCOC(=O)c1c(C)c(C(=O)O)n(C)c1C	0	-10	3	-1	-1	0	1.0	9	0.1
CC(=O)Nc1nc(-c2cc([N+](=O)[O-])cs2)cs1	0	7	-1	-4	-2	3	0.2	-12	0.0
CCCn1c(SCC(=O)Nc2ccc(OC)cc2)nnc1-c1ccncc1	2	-4	0	0	2	6	0.5	1	-0.1
COc1cccc(OC)c1NC(=O)C1CCCN1C(=O)Nc1cccc(Cl)c1 (stereo not drawn)	3	16	-4	0	0	2	1.0	5	0.0
COc1ccc(CNC(=O)C2CC(c3ccc(OC)cc3)=NO2)cc1 (stereo not drawn)	0	-55	-3	-5	1	-3	0.0	5	0.4
Cc1ccc(C(=O)COC(=O)c2cn(-c3ccccc3)nc2-c2ccccc2)cc1[N+](=O)[O-]	0	2	-11	9	-5	-2	2.2	-7	0.1
O=C(OCc1ccc([N+](=O)[O-])cc1)c1cnc(Cl)c(Cl)c1	1	11	-1	-2	9	2	2.8	1	0.1
N#C/C(=C\c1ccccc1)C(=O)NNS(=O)(=O)c1cccc([N+](=O)[O-])c1	0	2	x	7	x	x	x	x	0.0
CC(C)(C)c1ccc2c(c1)OC(C(=O)N/N=C/c1ccc([N+](=O)[O-])o1)CO2 (stereo not drawn)	0	-5	-1	-4	15	9	2.6	-1	0.0
O=C1OC(c2ccccc2)c2ccc3ccccc3c21 (stereo not drawn)	3	16	-2	3	-3	-1	-0.4	5	0.0
Cc1[nH]c2c(C)cccc2c(=O)c1Br	0	14	-2	6	8	3	1.1	1	0.0
COc1ccccc1C(=O)CSc1cccc[n+]1[O-]	0	-19	-1	-4	-1	1	-0.8	3	0.0
CCN(CC)CCn1c(/N=C/c2ccc(OC)c(OC)c2)nc2ccccc21	0	6	0	29	1	4	1.6	-5	0.0
COC(=O)c1ccc(C2=NOC(C)(c3sc(-c4ccc(Cl)cc4)nc3C)C2)cc1 (stereo not drawn)	3	-2	-4	5	10	2	2.1	-3	-0.2
CN(CC1CCCN(CCc2ccc(Cl)cc2)C1)C(=O)C(=O)c1ccco1 (stereo not drawn)	0	6	1	0	-6	-2	1.5	7	0.3
CCC(=O)Nc1ccc(C(=O)NNC(=O)c2ccc([N+](=O)[O-])cc2)cc1	2	11	-4	1	0	-2	-2.2	-3	0.0
Nc1oc2ccccc2c(=O)c1-c1ccc2c(c1)OCO2	1	-6	12	11	14	6	3.3	-4	-0.1
CCOc1ccc(-c2n[nH]c(=S)o2)cc1	1	-6	-2	3	-29	-37	0.1	-3	-0.2
O=c1oc2ccccc2c(NCc2ccccc2)c1[N+](=O)[O-]	1	6	0	1	6	3	1.4	8	0.1
COc1cc(C(=O)N2CCN(S(=O)(=O)c3ccc(C)cc3C)CC2)ccc1OCC(=O)N1CCOCC1	0	-8	x	1	3	2	x	-1	-0.1
CCOc1ccccc1NC(=O)C1CCCN1C(=O)c1cccs1 (stereo not drawn)	2	-3	x	-3	6	3	x	1	-0.1
O=c1c(OC2OC(CO)C(O)C(O)C2OC2OC(CO)C(O)C(O)C2OC2OC(CO)C(O)C(O)C2O)c(-c2ccc(O)c(O)c2)oc2cc(O)cc(O)c12 (stereo not drawn)	3	3	-7	20	26	23	x	-16	0.4
COc1cccc2cc(C(=O)NCc3ccccc3Cl)c(=O)oc12	3	2	-1	10	19	8	-0.3	-1	0.0
O=C(O)c1ccc(S(=O)(=O)Nc2cccc(CP(=O)(c3ccccc3)c3ccccc3)c2)cc1	3	2	0	-3	5	1	0.2	-5	0.0
N#C/C(=C/c1cccn1-c1cccc(C(=O)O)c1)c1ccc(Cl)cc1	22	21	7	5	1	3	-0.3	5	0.1
CCC(C)N(CCNC(=O)c1ccc2c(c1)NC(=O)c1ccccc1S2)C1CCCCC1 (stereo not drawn)	0	23	-3	-5	-1	2	2.8	9	-0.1
Cc1ccc(Cn2c(CN3CCN(C(=O)c4ccco4)CC3)nc3c2c(=O)n(C)c(=O)n3C)cc1	4	1	1	7	10	10	3.0	9	-0.2
O=C1CSC(c2ccc(Cl)cc2)N1 (stereo not drawn)	1	1	2	8	10	4	-0.7	2	0.0
CCOC(=O)c1cccc(NC(=O)CSc2nnnn2CC)c1	1	7	-2	6	2	1	-1.5	4	0.1
CCOC(=O)COc1ccccc1/C=N/Nc1nnc2c3ccccc3n(C)c2n1	0	4	0	4	6	9	-2.9	1	0.0
COc1ccc(-n2c(O)c(Cc3ccccc3)c(=O)n3nc(-c4ccccc4)c(=O)cc23)cc1	3	-2	5	-3	12	10	2.6	-3	-0.1
Cc1ccccc1C(=O)N1CCN(c2ccc(NC(=O)c3cccnc3Cl)cc2)CC1	0	3	-4	-5	-4	-2	2.0	-4	-0.1
COC(=O)c1c(NC(=O)C2C3CCC(O3)C2C(=O)O)sc2c1CCCCCC2 (stereo not drawn)	2	-3	0	1	1	-2	2.3	0	-0.1
C[C@@H](C(=O)N1CCN(c2ccccc2)CC1)N1C(=O)C2CC=CCC2C1=O (stereo partly drawn)	0	12	x	0	x	x	x	x	-0.2
CCCCn1c(SCC(=O)NC(C)CC)nc2ccc(N3CCOCC3)cc2c1=O (stereo not drawn)	0	16	-2	4	14	6	1.0	-2	0.1
Clc1ccccc1N1CCN(Cc2ccco2)CC1	1	9	-3	0	0	1	2.8	-2	0.0
Cc1ccccc1NC(=S)NC(NC(=O)N(C)C)C(Cl)(Cl)Cl (stereo not drawn)	0	-7	0	5	5	3	1.4	1	0.2
CC(=O)N1c2ccc(S(=O)(=O)NCC3CCC(C(=O)NCc4ccc(C)cc4)CC3)cc2CC1C (stereo not drawn)	9	3	7	9	2	2	1.1	1	0.1
COc1ccc(S(=O)(=O)Nc2ccc3cn[nH]c3c2)cc1[N+](=O)[O-]	3	10	x	7	4	3	x	8	-0.1
Cn1c(=O)c2c(nc(CN3CCN(c4ccccc4)CC3)n2CCN2CCOCC2)n(C)c1=O	1	-5	0	2	-1	-3	-2.8	1	-0.1
COc1cccc(CNC(=O)N2CCN(S(=O)(=O)c3ccc(C)cc3)CC2)c1	3	13	2	-9	-4	3	-1.7	3	0.0
CCOc1ccc(CCNC(=O)COC(=O)COc2ccccc2C)cc1OCC	3	7	4	0	4	8	-2.0	3	0.1
COC(=O)CSc1nnc(CNC(=O)c2cccc(C)c2)n1-c1ccccc1OC	0	29	2	6	4	2	-0.4	-2	0.0
(more compounds)
SMILES	GRK2 inh	VLA-4 inh	Fam108B counter	GLD-1 TGE inh	MCL1 BIM primary	Bcl-xL primary	MEX-5 binding	PME-1 primary	Efflux pump mplx
Cc1cc([N+](=O)[O-])cc2c1NC(=O)C2(O)N1CCCC(C)C1 (stereo not drawn)	1	10	-4	0	2	1	1.6	15	0.1
COCC(C)NC(=O)c1cc2cc(OC)ccc2[nH]1 (stereo not drawn)	0	10	1	4	4	-2	-5.1	-5	-0.1
CCCCCN(C(=O)CCC(=O)OCC(=O)N1CCCCC1C)c1c(N)n(CCCC)c(=O)[nH]c1=O (stereo not drawn)	0	13	0	8	-18	-12	4.2	-5	0.7
Cc1cc(C)c(NC(N)=S)c(C)c1	0	3	-2	0	1	-1	1.9	-2	0.0
Cc1coc(C)c1C(=O)CC1(O)C(=O)N(C)c2ccc(Cl)cc21 (stereo not drawn)	0	9	0	6	11	4	1.8	3	0.1
Cc1csc(NC(=O)c2cccc(Cn3nc(C)c(Br)c3C)c2)n1	0	25	-3	6	5	3	-0.9	-5	0.0
CCOC(=O)c1sc(SCc2ccccc2)c2c1CC(C)(C)CC2=O	x	x	-5	11	4	2	-0.7	1	x
CS(=O)(=O)N(CC(=O)N/N=C/c1ccccc1C(=O)O)c1cccc(Cl)c1Cl	0	-7	1	12	9	1	2.2	2	0.0
O=C1c2ccccc2C(=O)N1CN(C(=O)c1ccccc1[N+](=O)[O-])c1ccc(F)cc1	0	0	5	0	6	4	-0.1	8	-0.1
Cc1ccc(C(=O)N2CCN(C3CCCCC3)CC2)s1	4	5	3	0	5	0	-2.6	-2	0.1
COc1ccc(NC(=S)N(CCN(C)C)C(C)c2ccco2)cc1 (stereo not drawn)	0	11	2	0	14	10	0.6	-3	0.1
COCC(C)n1c(C)cc(C(=O)CSc2nnnn2C2CCCC2)c1C (stereo not drawn)	2	-18	x	4	6	7	x	0	0.1
CN1C(=O)c2ccccc2C(C(=O)O)C1c1cccc(Cl)c1 (stereo not drawn)	1	16	1	-2	-7	0	0.3	3	0.7

Some of the compounds tested (hit frequency here may not be typical).
